# From PubChem
# uPA surface inh: blocks generation of uPA at the cell surface | 330,000 tested, 0.31% active | cell surface uPA generation assay, qHTS | Potency, µM (highest dose often 38.3 µM), for the others: at the top dose activity change, negative = inhibition, most hits filed as inhibitors; active = well fitted inhibition curve with a large enough effect; inconclusive = small, poorly fitted or top-dose-only effect; inactive = no such curve, though single readings can be large or run the other way; tested in mouse RAW 264.7 cells; note: potency is the fitted concentration of half-maximal effect; % is set by controls: 0 for no effect and ±100 for the full control effect; nearly all actives have a fitted effect of over 55% in size
# ASM inhibitor: inhibitors of human secretory acid sphingomyelinase. 340,000 tested, 0.006% active. Potency, µM (highest dose often 57.5 µM), without a hit: at the top dose activity change, negative = inhibition, actives largely listed as inhibitors. placental ASM, HMU-PC fluorogenic substrate, 60 min; note: potency is the fitted concentration of half-maximal effect
#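 Steps: dispense placental human ASM, pin compound, wait 10 min at room temperature, add HMU-PC0 substrate at 9 uM final, incubate 60 min at 37 °C, add stop solution raising pH to 10, read fluorescence.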
# p53 reactivation: re-activators of mutant p53; H1299 p53-A138V BP100-luciferase reporter, luminescence, 24 h; Potency, µM (series often up to 92.2 µM), for inactives: top-dose activity change, positive = activation, usual class: activators; 320,000 tested, 0.063% active; AID 504706; note: potency is the fitted concentration of half-maximal effect; % of control where 0% means no effect; nearly all actives have a fitted effect of over 45% in size
#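 p53-null H1299 cells stably carrying temperature-sensitive p53-A138V and a BP100-luciferase reporter were pinned with compounds (4-point, 1:5 series) and held 24 hrs at 37 deg C. Luminescence was read 10 min after detection reagent.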
# ELG1 genotoxic: induces genotoxicity in HEK293T cells with luciferase-tagged ELG1. Potency, µM (doses to about 46 µM), inactives show top-dose activity change, positive = activation, actives largely listed as activators. 330,000 tested, 1.3% active. AID 504466. HEK293T ELG1-luciferase reporter, luminescence, 16 h; note: potency is the fitted concentration of half-maximal effect; % of control where 0% means no effect; nearly all actives have a fitted effect of over 60% in size
#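 Screening used a luciferase reporter fused to human ELG1 in HEK293T cells. Luminescence was read on a CCD plate imager after 16 hr exposure and 30 min ONE-Glo incubation.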
# Eya2 phos inh: Eya2 (human) phosphatase inhibition; AID 488837; O00167; Potency, µM (top dose mostly 76.9 µM), for the others: at the top dose activity, negative = inhibition, hits mostly inhibitors; recombinant Eya2, OMFP fluorescence dephosphorylation (OMFP is methylfluorescein phosphate); 330,000 tested, 0.006% active; note: potency is the fitted concentration of half-maximal effect; % is set by controls: 0 for no effect and ±100 for the full control effect
# Target sequence (O00167 whole entry, looked up): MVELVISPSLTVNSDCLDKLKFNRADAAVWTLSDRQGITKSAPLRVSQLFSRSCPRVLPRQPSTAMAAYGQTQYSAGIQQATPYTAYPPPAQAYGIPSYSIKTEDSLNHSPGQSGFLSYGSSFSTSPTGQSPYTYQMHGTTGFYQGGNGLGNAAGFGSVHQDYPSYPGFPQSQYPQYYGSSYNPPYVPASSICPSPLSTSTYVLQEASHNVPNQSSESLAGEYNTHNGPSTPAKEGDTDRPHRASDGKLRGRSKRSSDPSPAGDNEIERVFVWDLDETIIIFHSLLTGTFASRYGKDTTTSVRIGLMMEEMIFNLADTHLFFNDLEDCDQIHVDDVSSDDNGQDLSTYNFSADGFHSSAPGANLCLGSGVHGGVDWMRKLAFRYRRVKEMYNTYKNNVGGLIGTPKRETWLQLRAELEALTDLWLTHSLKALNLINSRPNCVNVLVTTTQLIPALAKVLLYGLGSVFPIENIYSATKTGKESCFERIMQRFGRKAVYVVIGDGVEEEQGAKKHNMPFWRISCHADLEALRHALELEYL
#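 Eya2 protein (added as 0.2 uM solution) was preincubated with compound for 10 min at ambient temperature in 50 mM HEPES pH 7.5, 50 mM NaCl, 5 uM MgCl2, 0.05% BSA, 1 mM DTT. OMFP (added at 50 uM) then reacted 10 min; fluorescence read at 485/525 nm.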
# PTAP TSG101 blk: blocks PTAP/TSG101 interaction to inhibit HIV-1 budding. Fluorescence polarization, FITC-PTAP peptide / Tsg101 binding. AID 493005. 340,000 tested, under 10 active. Potency, µM (titrated, usually from 115 µM), for the others: top-dose activity change, negative = inhibition, actives largely listed as inhibitors; active = well fitted inhibition curve with a large enough effect in the main read-out, with a control signal flat, not every such curve was filed as active; inconclusive = small, poorly fitted or top-dose-only effect, or effect the other way, or a change in a side signal; inactive = no such curve, though single readings can be large or run the other way; note: potency is the fitted concentration of half-maximal effect; % of control where 0% means no effect
#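 Tsg101 binding domain (10 uM final) was mixed with compound and a FITC-labeled PTAP peptide (50 nM final) in HEPES pH 7.5 buffer with NaCl, Tween 20, EDTA and TCEP; fluorescence polarization was read after 20 min at r.t.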
# TRPV1 agonist: human TRPV1 agonism; activation, % at 8.33 µM; 320,000 tested, 0.19% active; TRPV1-expressing cells, Fluo-8 calcium influx, agonist mode; Q8NER1; in the data active = activation above about 80%; inconclusive = between about 30% and that limit; note: 0% is about no effect
#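 TRPV1-expressing cells were cultured overnight at 35.5C and loaded with Fluo-8 calcium dye for 40 to 90 min at room temperature. After a 10 s baseline, compound was added and calcium influx was read kinetically for 3 min (ex 480/em 520 nm).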
# B2AR arrestin: beta2AR (human) beta-arrestin recruitment activity; 330,000 tested, 0.02% active; beta-arrestin recruitment to beta2AR, cell-based reporter; Potency, µM (highest dose often 46.1 µM), for the others: top-dose activation, usual class: activators; P07550;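 note: potency is the fitted concentration of half-maximal effect; 0% = DMSO controls and full agonism = EC100 isoproterenol or metaproterenol; nearly all actives have a fitted effect of over 65% in size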
# Target sequence (P07550 whole entry, looked up): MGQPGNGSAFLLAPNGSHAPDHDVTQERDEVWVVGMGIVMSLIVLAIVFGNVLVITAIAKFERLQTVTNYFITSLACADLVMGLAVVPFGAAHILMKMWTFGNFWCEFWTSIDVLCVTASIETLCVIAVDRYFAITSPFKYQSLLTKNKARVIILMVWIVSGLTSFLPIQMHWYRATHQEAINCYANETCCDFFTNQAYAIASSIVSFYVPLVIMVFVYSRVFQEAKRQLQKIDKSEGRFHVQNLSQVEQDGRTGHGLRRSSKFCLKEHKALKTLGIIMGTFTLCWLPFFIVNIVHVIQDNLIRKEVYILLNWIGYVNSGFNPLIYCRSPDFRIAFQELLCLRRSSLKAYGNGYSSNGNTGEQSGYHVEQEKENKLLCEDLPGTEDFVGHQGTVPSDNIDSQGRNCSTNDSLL
# a7 integrin act: activates integrin-mediated alleviation for muscular dystrophy | alpha7betagal myoblasts, beta-gal FDG fluorescence, 48 h | Potency, µM (titrated, usually from 38.3 µM), for inactives: top-dose activation, most hits filed as activators | 350,000 tested, 0.064% active | AID 624291;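 note: potency is the fitted concentration of half-maximal effect; 100% = response of the positive control SU9516; nearly all actives have a fitted effect of over 60% in size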
#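 alpha7betagal+/- myoblasts (passage 13, 250/well) treated 48 h at 37C with compounds at 1:260 dilution of DMSO stock. Lysed, then beta-galactosidase activity read as FDG fluorescence (ex 480/em 540) after 30 min, with pre-read for autofluorescence.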
# BRCA1 expr act: increases BRCA1 expression; MCF7-BRCA1-FFLuc reporter, luminescence, 48 h; response scale: scaled: vehicle 0%, 10 µM genistein 100%; Potency, µM (series often up to 46.1 µM), inactives show at the top dose activation, most hits filed as activators; 380,000 tested, 1.1% active; AID 624202; note: potency is the fitted concentration of half-maximal effect; nearly all actives have a fitted effect of over 80% in size; some results filed as inactive show a strong effect at the top dose
#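 MCF7-BRCA1-FFLuc, 2000 cells/well; 2 h attach, 37 °C/5% CO2; compound 48 h; luciferase substrate 15 min; luminescence end-point. Norm. to genistein 10 microM max activation and DMSO; concentration-response curves fitted.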
# USP2a block: blocks human ubiquitin-specific protease USP2a; USP2 core, Ub-CHOP2 coupled fluorogenic reporter, 485/531; Potency, µM (top dose mostly 38.3 µM), inactives show at the top dose activity change, negative = inhibition, hits mostly inhibitors; 330,000 tested, 0.01% active;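 note: potency is the fitted concentration of half-maximal effect; plate controls were DMSO wells for no effect and full inhibition by NEM control for full effect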
#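 Cell-free coupled assay: 10nM USP2 core preincubated 30min RT with compound in Tris-HCl pH 8.0/CaCl2/CHAPS buffer, then 25nM Ub-CHOP2 and 25nM reporter substrate; fluorescence (Ex 485/Em 531) read after 60min RT, normalized to NEM inhibition, concentration-response curves fitted.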
# * marks the source's active call; other numbers are inactive results; ? = inconclusive; / = no result given; & = joins results of further samples; [ ] = dose if it differs, or a comment. Unless noted, calls come from the whole dose curve; as a rule, active = well fitted curve in the direction sought with a large enough effect; inconclusive = small, poorly fitted or top-dose-only effect, or another doubt; inactive = no such curve, though single readings can be large; an effect the other way counts as inactive or inconclusive.
nr	mol	uPA surface inh	ASM inhibitor	p53 reactivation	ELG1 genotoxic	Eya2 phos inh	PTAP TSG101 blk	TRPV1 agonist	B2AR arrestin	a7 integrin act	BRCA1 expr act	USP2a block
1	CC(C)(C)c1ccc(NC(=O)N2CCCN(c3ccc([N+](=O)[O-])cn3)CC2)cc1	0%	-10%	5%	-12%	-6%	34%[activator]	92*	0.1%	-32%	-36%	3%
2	O=C(C/C=N\OCc1ccc(Cl)cc1Cl)Nc1ccccc1	1%	1%	-4%	-8%	?	-1%	?	0.1%	47%	-1%	2%
3	CCN1CCN(c2ncnc3sc(C)c(-c4ccccc4)c23)CC1	0%	17%	-2%	-1%	8%	-2%	4	-0.4%	-24%	-13%	-1%
4	Cn1ncc(Br)c1NC(=O)Nc1ccc(OC(F)(F)F)cc1	-3%	2%	-3%	-3%	13%	-2%	?	-0.4%	-29%	-38%	1%
5	Cc1ccc(-n2ncc(C(=O)Nc3cc(Cl)ccc3Cl)c2C2CCNCC2)cc1	-5%	1%	9%	-11%	-4%	-4%	2	-0.2%	-58%[inhibitor]	-32%	12%
6	COc1ccc(CN(C(=O)c2ccc3c(c2)OCCO3)C(C(=O)NC2CCCCC2)c2ccc3ncccc3c2)cc1 (stereo not given)	-8%	-5%	-1%	-2%	-10%	2%	15	-2.2%	-22%	-4%	1%
7	CCCCC[C@H]1CN(C2CCCCC2)C(=O)[C@@H]1CC(=O)NCc1ccc(OC)cc1	5%	-1%	/	-8%	-6%	-3%	?	-0.5%	-38%	-21%	0%
8	Cc1cccn2cc(-c3ccc4c(c3)NC(=O)CO4)nc12	-1%	0%	11%	11%	3%	-6%	/	-0.9%	?	62%	2%
9	COc1ccc(S(=O)(=O)n2oc(=O)cc2-c2ccccc2)cc1	-2%	1%	11%	-1%	14%	-1%	0	0.1%	10%	-21%	2%
10	Cc1nn2c(N3CCN(C)CC3)cc(C(C)(C)C)nc2c1-c1ccccc1	5%	-1%	24%	1%	20%	-2%	?	0.0%	-59%[inhibitor]	-79%	2%
11	CC(=O)OC1CC2(C)C(=O)CCC2C2CCc3cc(O)ccc3C12 (stereo not given)	-3%	-1%	-30%	-1%	-31%	-6%	-4	0.4%	22%	-26%	3%
12	C=CCSc1nc(Cc2ccc(Cl)cc2)nc2ccccc12	-3%	-14%	1%	-7%	4%	-7%	6	0.6%	2%	3%	-1%
13	CS(=O)(=O)Nc1ccccc1C(=O)NC1CC2CCC1C2 (stereo not given)	/	5%	-8%	-1%	9%	3%	5	-0.2%	-6%	4%	2%
14	COC(=O)C(NC(=O)C(CC(C)C)NC(=O)C1CCC(C)CC1)C(C)C (stereo not given)	1%	0%	4%	-2%	-27%	-1%	16	0.1%	24%	-20%	1%
15	Cc1cc(-c2ccc(C(C)C)c(S(=O)(=O)Nc3ccccn3)c2)on1	3%	1%	2%	?	4%	-6%	0	0.5%	-14%	76%	4%
16	CC1=[N+]([O-])C(C)(C)N(O)C1(C)C	-6%	-3%	-2%	0%	17%	0%	-2	0.8%	-17%	-14%	2%
17	COc1ccccc1NC(=O)Cn1cc(C(=O)c2ccco2)c2ccccc21	-16%	-9%	-6%	-9%	0%	-3%	0	0.0%	1%	-39%	0%
18	COc1ccc(N2CCN(C(=O)Cn3nnc(-c4ccc(OC)c(OC)c4)n3)CC2)cc1	-7%	2%	1%	?	-4%	-15%	-2	-0.4%	-8%	-25%	3%
19	CCOC(=O)N1CCN(C(=O)CSc2nc3c([nH]c4ccccc43)c(=O)n2CCOC)CC1	4%	6%	-6%	-8%	-2%	-1%	3	0.3%	0%	-66%	4%
20	COc1ccc(C2NC(=O)NC(C)=C2C(C)=O)cc1 (stereo not given)	2%	5%	-4%	2%	-16%	1%	0	-0.8%	-15%	12%	1%
21	COc1ccc(-c2nc3ccccc3n2OCC(=O)O)cc1	-5%	2%	3%	?	1%	-3%	-2	-1.0%	13%	9%	2%
22	COc1ccc(C(C)=O)cc1COC(=O)c1cccnc1SC	-4%	2%	0%	0%	9%	2%	4	0.3%	18%	0%	0%
23	Cc1c(C(=O)N/N=C/c2ccc(O)c(Br)c2)sc(N)c1C#N	0%	1%	?	?	4%	3%	-3	-0.4%	-21%	-15%	-1%
24	CCOC(=O)C1=C(CP(=O)(c2ccccc2)c2ccccc2)NC(=O)NC1c1ccc(Cl)cc1 (stereo not given)	-1%	/	-6%	-3%	0%	1%	-2	4.4%	?	-25%	2%
25	COc1ccc(Cl)cc1Nc1nc(N)c2ccccc2n1	-1%	-7%	-1%	4%	7%	0%	1	4.6%	-6%	20%	3%
26	O=C(COC(=O)c1ccc(O)cc1)NCCc1c[nH]c2ccccc12	4%	0%	-2%	-2%	0%	-1%	14	0.0%	-19%	-17%	3%
27	O=C(/C(=C(\[O-])c1ccccc1)[n+]1ccc2ccccc2c1)c1ccc([N+](=O)[O-])cc1	-5%	-1%	-11%	-5%	-3%	-5%	12	-0.5%	3%	-1%	5%
28	Cc1nc(-c2c(C(=O)NNC(=O)Nc3c(C)cccc3C)noc2C)cs1	6%	1%	-4%	1%	-3%	0%	4	-0.6%	24%	-10%	-1%
29	Cn1c(=O)c2c(nc(Oc3ccccc3)n2C)n(C)c1=O	4%	-2%	-3%&0%	-9%&-17%	17%&9%	0%	1&1	0.0%&-0.2%	25%	26%	0%&1%
30	C#CCOCCOCCOCCNc1nc(N2CCN(C(=O)C([C@@H](C)O)n3cc([C@@H](N)CCCCN)nn3)CC2)nc(N2CCN(C(=O)[C@H](CO)n3cc([C@@H](N)C(C)C)nn3)CC2)n1 (stereo not given in full)	-3%	7%	5%	2%	0%	-3%	/	-4.0%	0%	-5%	2%
31	COCCNc1nnnc2c1sc1nc(N3CCOCC3)c3c(c12)CC(C)(C)OC3	-8%	7%	-1%	5%	-3%	-2%	1	-0.2%	0%	-17%	-5%
32	CCC(=O)N1c2ccccc2-c2nnc(SC)nc2OC1c1ccc(OC)c(OC)c1 (stereo not given)	-3%	-6%	0%	2%	-9%	0%	/	-0.1%	0%	3%	1%
33	Nc1c(Br)cc(Br)c(N2CCCC2=O)c1Br	0%	-1%	1%	2%	10%	-1%	-3	-1.1%	-11%	11%	-1%
34	O=C(NCc1ccccc1Cl)c1cccc(NC(=O)c2ccccc2)c1	12%	-7%	2%	-8%	7%	-7%	9	-0.1%	-16%	1%	-1%
35	Cc1ccccc1CN1C2=NCCN2c2ccccc21	-5%	3%	-4%	-10%	-9%	1%	3	0.1%	-8%	-10%	1%
36	CC1Oc2ccccc2N(CC(=O)NCCCN2CCOCC2)C1=O (stereo not given)	4%	7%	-3%	-5%	-11%	-1%	2	0.1%	5%	-1%	2%
37	COc1ccc2c(c1)O/C(=C\c1ccco1)C2=O	0%	180%[activator]	19%	?	-5%	-6%	-6	0.7%	7%	0%	0%
38	CC(=O)C(=Cc1cn(-c2ccccc2)nc1-c1ccccc1)C(C)=O	2%	-2%	19%	?	-17%	0%	27	-0.1%	-4%	24%	-2%
39	Cc1cc(OC(=O)c2ccc(S(=O)(=O)N3CCCCC3)cc2)c([N+](=O)[O-])c(=O)[nH]1	1%	2%	2%	-1%	1%	-3%	1	0.2%	1%	4%	-1%
40	CC1CCCN(C(=S)NCCc2ccccc2)C1 (stereo not given)	3%	-6%	11%	15%	-15%	-5%	?	0.2%	-11%	10µM*	-1%
41	CS(=O)(=O)c1ccc(-n2nnc3ccccc32)c([N+](=O)[O-])c1	-5%	2%	-3%	0%	3%	1%	-3	0.2%	-39%	-24%	-1%
42	Clc1cccc(C2Nc3cccc4cccc(c34)N2)c1Cl	-3%	-23%	?	-8%	-5%	-2%	9	2.8µM*	11%	-51%	0%
43	Cc1cccnc1NC(=O)CNC(=O)C1CCCCC1	13%	6%	4%	2%	-8%	-4%	0	-0.1%	-1%	-8%	4%
44	Cc1nn(C(=O)CN2C(=O)c3ccccc3C2=O)c(C)c1Br	2%	0%	-1%	1%	-7%	-1%	0	-0.8%	-12%	-22%	0%

# Structures listed so far marked active in BRCA1 expr act:
item	SMILES	uPA surface inh	ASM inhibitor	p53 reactivation	Eya2 phos inh	PTAP TSG101 blk	TRPV1 agonist	B2AR arrestin	a7 integrin act	BRCA1 expr act
40	CC1CCCN(C(=S)NCCc2ccccc2)C1 (stereo not given)	3%	-6%	11%	-15%	-5%	?	0.2%	-11%	10µM*
